Screens from PubChem.
TWEAK-Fn14 inh: TWEAK-Fn14 signaling inhibition. TWEAK-stimulated Fn14 reporter cells, luciferase luminescence, 8 h. AID 1159606. 360,000 tested, 2% active. inhibition, % at 10 µM; in the data active = inhibition above about 50%
SRC1 inh: inhibits human SRC1 coactivator | AID 588354 | HEK293 GAL4-SRC1 luciferase reporter, luminescence | Q15788 | inhibition, % at 3.6 µM | 360,000 tested, 0.12% active;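 active = inhibition above the campaign mean plus 3 SD, with each screening campaign given its own cutoff, cut at about 60% in these data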;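 also: 0% = DMSO treated cells and 100% = gossypol at 36 µM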
EBV LMP1 NFkB: reduces LMP1-driven NF-kappaB luciferase signal. inhibition, % at 12.5 µM. 350,000 tested, 0.69% active. LMP1-induced NF-kappaB luciferase reporter cells, luminescence; in the data active = inhibition above about 41%;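 also: 0% = neutral control wells and 100% = reference inhibitor control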
SRC2 inh: inhibits human steroid receptor coactivator 2 | HEK293 GAL4-SRC2 luciferase reporter, luminescence | Q15596 | inhibition, % at 9 µM | 370,000 tested, 0.17% active;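 active = inhibition above the mean inhibition of all tested compounds plus 3 SD, set per campaign, cut at about 52% in these data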;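 also: 0% = DMSO treated cells and 100% = cells given Gossypol at 36 µM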
NR2F2 inh: blocks human COUP-TFII nuclear receptor | P24468 | HEK293T NGFI-A luciferase reporter, luminescence | inhibition, % at 8.6 µM | 370,000 tested, 0.7% active;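 active = inhibition above a per-plate cutoff, mean inhibition of test wells between control levels plus 3 SD, cut at about 38% in these data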;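 also: cells cotransfected with COUP-TFII expression vector driving the NGFI-A reporter; 0% = median of COUP-TF2 test wells and 100% = reporter-only cells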
Target sequence (P24468 whole entry, looked up): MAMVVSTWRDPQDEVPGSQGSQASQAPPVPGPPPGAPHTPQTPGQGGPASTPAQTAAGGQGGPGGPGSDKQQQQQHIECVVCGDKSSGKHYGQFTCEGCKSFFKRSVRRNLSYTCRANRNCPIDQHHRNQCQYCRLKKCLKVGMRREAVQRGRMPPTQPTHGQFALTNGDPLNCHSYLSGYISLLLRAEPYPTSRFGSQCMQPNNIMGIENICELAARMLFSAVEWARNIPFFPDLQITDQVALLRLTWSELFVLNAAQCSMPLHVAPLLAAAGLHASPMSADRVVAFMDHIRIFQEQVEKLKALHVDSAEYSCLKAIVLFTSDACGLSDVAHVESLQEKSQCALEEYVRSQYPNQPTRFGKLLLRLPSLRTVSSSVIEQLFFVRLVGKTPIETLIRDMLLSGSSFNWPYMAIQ
C8 TRAIL sens: caspase-8 TRAIL sensitization. NB7+C8 cells + TRAIL, ATPlite viability luminescence. inhibition (viability loss, TRAIL sensitization), % at 10 µM. 360,000 tested, 1% active. AID 624354;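 active = compounds causing at least 50% loss of cell viability in the single-dose screen, relative to plate controls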
NR5A2 inv ag: NR5A2 inverse agonism in reporter assay; O00482; HEK293T StAR-luciferase reporter, LRH-1 transfected, 24 h; inhibition, % at 3.6 µM; 360,000 tested, 0.13% active;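 active = inhibition above the mean inhibition of all tested compounds plus 3 SD, cut at about 73% in these data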;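 also: 0% = DMSO wells and 100% = reporter-only cells lacking LRH-1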
Target sequence (O00482 whole entry, looked up): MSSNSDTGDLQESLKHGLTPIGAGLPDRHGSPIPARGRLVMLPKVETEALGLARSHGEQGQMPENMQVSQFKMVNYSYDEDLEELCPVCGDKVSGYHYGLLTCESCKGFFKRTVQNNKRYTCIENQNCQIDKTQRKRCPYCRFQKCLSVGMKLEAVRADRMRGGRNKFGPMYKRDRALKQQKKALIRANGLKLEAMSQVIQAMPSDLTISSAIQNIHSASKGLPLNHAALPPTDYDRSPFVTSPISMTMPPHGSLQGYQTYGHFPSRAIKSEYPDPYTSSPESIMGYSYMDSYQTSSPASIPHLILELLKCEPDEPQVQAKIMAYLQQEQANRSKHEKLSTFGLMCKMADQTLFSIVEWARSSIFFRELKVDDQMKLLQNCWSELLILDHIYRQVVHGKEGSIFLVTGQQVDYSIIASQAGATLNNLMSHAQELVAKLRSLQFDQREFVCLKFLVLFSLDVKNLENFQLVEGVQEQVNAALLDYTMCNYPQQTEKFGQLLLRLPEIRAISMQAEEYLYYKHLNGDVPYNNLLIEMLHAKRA
TROY NFkB inh: inhibitors of TROY-dependent NF-kB signaling; 360,000 tested, 0.98% active; Q293 LMP1-TROYcd NF-kB luciferase reporter, 4 h; AID 1347056; inhibition, % at 10 µM;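 active = compounds whose plate-normalised and pattern-corrected inhibition of the luciferase reporter signal at the single screening dose is 50% or more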
TLR9-MyD88 block: TLR9-MyD88 interaction inhibition; Q9NR96+Q99836; CHO BLA complementation TLR9-MyD88, CCF4 FRET ratio; inhibition, % at 4.98 µM; 340,000 tested, 0.21% active; AID 504734;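 active = inhibition above the mean over all tested compounds plus 3 SD, cut at about 21% in these data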;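 also: 0% = DMSO only wells and 100% = clavulanate BLA inhibitor control wells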
NCOA3 inh: inhibitors of human steroid receptor coactivator 3 (SRC3); HEK293 GAL4-SRC3 luciferase reporter, luminescence; inhibition, % at 3.6 µM; 360,000 tested, 0.17% active; AID 588352;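 active = inhibition above a per-campaign cutoff, the mean of all compounds plus 3 SD, cut at about 60% in these data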;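 also: 0% = DMSO-treated cells and 100% = gossypol-treated cells at 36 µM; higher means less SRC3-driven luciferase light from the GAL4 reporter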
NOD2 RIPK2 PPI: NOD2-RIPK2 protein interaction inhibition; CHO BLA complementation NOD2-RIPK2, CCF4 ratio; inhibition, % at 4.98 µM; 360,000 tested, 0.38% active; AID 624267; in the data active = inhibition above about 21%;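 also: 0% = vehicle only and 100% = reference blocker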
The depositor's hits bear a star; / = not tested or not shown.

SMILES	TWEAK-Fn14 inh	SRC1 inh	EBV LMP1 NFkB	SRC2 inh	NR2F2 inh	C8 TRAIL sens	NR5A2 inv ag	TROY NFkB inh	TLR9-MyD88 block	NCOA3 inh	NOD2 RIPK2 PPI
COC(CNC(=O)CN1C(=O)COc2ccc(S(=O)(=O)N3CCOCC3)cc21)OC	10	5	10	-10	20	-18	-10	-2	-9	-10	-5
COc1ccc(-n2nnnc2SCC(=O)N2CCN(C(=O)c3ccco3)CC2)cc1OC	5	7	1	-2	0	-2	7	6	3	7	-6
CCCC(NS(=O)(=O)c1ccc(C)cc1)C(=O)O (stereo unspecified)	-12	4	-1	-10	8	17	3	1	-12	6	-2
Cc1nc(Nc2ncc3c(n2)CC(C)(C)CC3=O)nc2ccccc12	1	7	-10	-52	-9	45	14	17	3	6	-13
CN(C)c1ccc(CNC2C3CC4CC(C3)CC2C4)cc1 (stereo unspecified)	-6	14	-4	-33	6	6	-5	-6	1	1	1
O=C(CSc1nc2ccccc2o1)Nc1nc(-c2ccccc2)c(-c2ccccc2)s1	36	-2	13	9	3	-1	10	20	2	-9	11
CCOC(=O)CNc1c(-c2ccccc2)nc2ccc(Cl)cn12	-23	-111	-24	-47	-17	17	-68	-35	2	-48	-1
Nc1ncnc(NCc2ccc(F)cc2)c1[N+](=O)[O-]	60*	47	23	28	-2	-4	0	14	6	54	0
CN(C(=O)COC(=O)C12CC3CC(CC(C3)C1)C2)c1c(N)n(Cc2ccccc2)c(=O)[nH]c1=O	0	-37	-2	0	1	-10	14	-9	-16	5	9
COCCn1c(SCC(=O)N2CCCC2)nnc1-c1ccoc1C	3	-12	-3	12	-30	-2	-9	-1	7	-20	7
CSc1nnc2n(-c3ccc(C)cc3)c(=O)c3c4c(sc3n12)COC(C(C)C)C4 (stereo unspecified)	-25	8	5	-2	24	15	4	-1	0	-25	-9
Cn1cnc([N+](=O)[O-])c1Sc1ccncn1	-3	-1	0	4	-7	0	-1	3	-6	1	-2
O=C(CCl)N1CCCC1c1ccc2c(c1)OCCO2 (stereo unspecified)	25	9	-31	28	-40	65*	31	-4	7	-5	-2
S=C(Nc1ccccn1)NC1CCCCC1	7	14	3	10	-6	-12	15	-2	/	-1	-1
CCO[C@H]1OC(C(=O)N2CCN(Cc3ccccc3)CC2)=C[C@@H](c2ccccc2)[C@@H]1CCCO	7	-3	2	-3	8	-2	14	4	1	11	-8
O=C(CCSc1ccccn1)c1ccccc1	-38	2	4	7	-15	-5	-7	20	2	4	-7
Cn1c(-c2ccccc2)cnc1SCC(=O)N1CCCc2ccccc21	-8	-24	-1	-13	10	9	-37	-19	6	4	5
CC(C)CNS(=O)(=O)c1ccc(CCC(=O)NC2CCCCC2)cc1	3	10	-1	-72	-29	0	-7	-3	-3	20	-2
O=C(NCCN1CCCC1)c1ccc(CS(=O)(=O)c2c(Cl)cccc2Cl)o1	-7	-11	-3	-33	4	-19	-33	2	-18	-4	-3
Cc1ccc(C(C(=O)NC2CCCCC2)N(C(=O)c2csnn2)C2CC2)cc1 (stereo unspecified)	-17	-33	-6	-26	-2	3	3	-8	-2	5	-7
Cc1c(C(=O)Nc2ccccc2C(=O)N2CCCC2)cccc1[N+](=O)[O-]	17	4	-1	-1	-15	2	-5	-7	2	10	-40
COc1cc(OC)cc(C(=O)Nc2ccccc2C(=O)N2CCCC2)c1	17	-1	3	1	-2	0	2	10	7	-9	-10
COC(=O)c1ccc(CN(c2ccccn2)S(=O)(=O)c2ccccc2)cc1	14	6	2	0	1	8	6	-9	7	3	-2
COC(=O)NCC(c1cccnc1)N1CCN(c2ccccc2OC)CC1 (stereo unspecified)	-2	-4	1	-5	4	-5	7	5	0	5	-5
O=C(Cc1ccc(Br)cc1)N1CCN(c2ccccc2)CC1	-3	2	4	-21	-15	-7	-11	-9	2	-6	3
O=C(Nc1ccc(C(=O)O)cc1)/C(=C\c1ccc2c(c1)OCO2)NC(=O)c1ccccc1Cl	10	4	3	3	-2	4	12	5	3	-4	4
COc1cc2cc(CCCOC(=O)c3ccc4c(c3)OCO4)oc(=O)c2cc1OC	-15	3	4	-2	-7	-1	-7	3	4	-9	1
CCc1ccc(N(CC(=O)N2CCN(Cc3ccccc3)CC2)S(C)(=O)=O)cc1	-3	4	13	0	28	1	13	13	-6	6	4
CN(Cc1ccccc1)c1nc(N)c([N+](=O)[O-])c(Nc2cccc(F)c2)n1	19	-21	8	18	-4	-11	7	-19	-7	-2	-1
Cc1ccc(NC(=O)CSc2ncnc3ccccc23)cc1S(=O)(=O)N1CCOCC1	71*	3	13	32	25	2	2	53*	4	31	-1
CCC1(C)Cc2c(C#N)c(N)n(-c3ccccc3)c(=S)c2CO1 (stereo unspecified)	8	-1	0	13	-11	3	1	-6	5	17	5
COc1ccc(C(=O)Nc2ncc3c(n2)CC(c2ccco2)CC3=O)cc1 (stereo unspecified)	9	-6	6	9	1	7	11	-11	6	10	6
COc1ccccc1-n1c(SCC(=O)Nc2cccc3ccccc23)nc(O)cc1=O	16	-11	-8	-13	0	-3	5	-16	2	-6	1
CN1CCC(CO)(Cc2ccccc2)CC1	-4	7	-1	-7	3	-7	14	-6	-11	17	-3
COc1ccccc1CC(=O)NC1CCCCCC1	4	-3	7	28	-2	-9	10	7	-4	-15	3
Cc1ccc[n+](C(C(=S)NCc2ccco2)=C([O-])c2ccccc2Cl)c1	9	-8	-9	-10	7	2	-15	0	-1	7	-11
CCNC(=O)C1(C)CCCN(Cc2csc(-c3ccccc3)n2)C1 (stereo unspecified)	3	1	/	34	-1	-14	-2	8	/	13	-9
COc1ccccc1C(=O)OCc1c(F)cccc1Cl	-18	-10	-10	-8	11	-1	5	-24	-4	0	9
CC(C)CN(CC(C)C)C(=O)CS(=O)(=O)Cc1ccccc1	-14	1	3	11	-2	-2	9	-12	-14	3	1
CCOC(=O)N1CCC(NC(=S)Nc2ccc3nc(N4CCN(CC)CC4)cc(C)c3c2)CC1	-2	-14	-11	-9	6	5	0	14	-5	6	1
COc1cccc(NC(=O)Nc2ccc(C(C)(C)C)cc2)c1	-2	-67	-57	-35	-25	34	-108	20	5	-65	-7
CC(CCc1ccccc1)NC(=O)CCc1cn(C)c2ccccc12 (stereo unspecified)	2	5	-1	-17	20	13	-8	10	14	-19	-5
Cc1[nH]c(C)c(S(=O)(=O)N2CCN(c3cccc(C(F)(F)F)c3)CC2)c1C(=O)N1CCCCC1	-68	-69	19	-19	-17	22	-8	-2	-6	-109	8
CC(C(=O)Nc1ccccn1)N1C(=O)C2C3C=CC(C3)C2C1=O (stereo unspecified)	-7	-4	4	-40	-13	-13	-18	-11	-4	3	6
Cc1nnsc1-c1c(C(=O)O)c(C)nn1-c1ccc(OC(F)(F)F)cc1	-7	-16	-9	6	6	0	18	-3	13	3	-11
CCc1ccc(NC(=O)CN(C)S(=O)(=O)c2ccc3[nH]c(=O)oc3c2)cc1	1	-16	-2	/	/	-18	1	-14	-4	-20	-22
CCCCC(CC)C(=O)Nc1cc(C(=O)NCCC)ccc1N1CCC2(CC1)CC(c1ccccc1)=NO2 (stereo unspecified)	-7	18	7	-40	17	-9	9	13	-3	-2	-3
CC(=O)c1c(C)[nH]c(C(=O)Nc2cccc(S(=O)(=O)N3CCCC3)c2)c1C	-14	2	11	-51	-66	-24	16	-11	-11	-7	-2
Cc1cccc2nc(-c3ccco3)c(Nc3ccc4c(c3)OCO4)n12	-13	6	-4	-5	3	5	11	-36	1	17	12
COC(=O)C1C(=O)C2=C(CC1C)Nc1ccccc1NC2c1ccc(C)s1 (stereo unspecified)	-17	9	-14	-18	0	-1	-19	-6	2	12	-5
O=C1CC(N2CCN(c3ccc(S(=O)(=O)N4CCOCC4)cc3)CC2)C(=O)N1Cc1ccccc1 (stereo unspecified)	4	8	-7	-1	1	-8	6	-7	-8	11	-9
COc1cccc(CN2CCN(Cc3ccco3)CC2)c1	-10	0	-3	-15	-9	-8	4	-4	-9	-20	6
COc1ccc(-c2cc(C(=O)NCc3ccco3)c3ccccc3n2)c(OC)c1	8	7	-1	-3	11	-19	6	-5	33*	-7	-4

By substructure, the compounds so far containing an aryl thioether with sulfur outside any ring.
SMILES	TWEAK-Fn14 inh	SRC1 inh	EBV LMP1 NFkB	SRC2 inh	NR2F2 inh	C8 TRAIL sens	NR5A2 inv ag	TROY NFkB inh	TLR9-MyD88 block	NCOA3 inh	NOD2 RIPK2 PPI
COc1ccc(-n2nnnc2SCC(=O)N2CCN(C(=O)c3ccco3)CC2)cc1OC	5	7	1	-2	0	-2	7	6	3	7	-6
O=C(CSc1nc2ccccc2o1)Nc1nc(-c2ccccc2)c(-c2ccccc2)s1	36	-2	13	9	3	-1	10	20	2	-9	11
COCCn1c(SCC(=O)N2CCCC2)nnc1-c1ccoc1C	3	-12	-3	12	-30	-2	-9	-1	7	-20	7
CSc1nnc2n(-c3ccc(C)cc3)c(=O)c3c4c(sc3n12)COC(C(C)C)C4 (stereo unspecified)	-25	8	5	-2	24	15	4	-1	0	-25	-9
Cn1cnc([N+](=O)[O-])c1Sc1ccncn1	-3	-1	0	4	-7	0	-1	3	-6	1	-2
O=C(CCSc1ccccn1)c1ccccc1	-38	2	4	7	-15	-5	-7	20	2	4	-7
Cn1c(-c2ccccc2)cnc1SCC(=O)N1CCCc2ccccc21	-8	-24	-1	-13	10	9	-37	-19	6	4	5
Cc1ccc(NC(=O)CSc2ncnc3ccccc23)cc1S(=O)(=O)N1CCOCC1	71*	3	13	32	25	2	2	53*	4	31	-1
COc1ccccc1-n1c(SCC(=O)Nc2cccc3ccccc23)nc(O)cc1=O	16	-11	-8	-13	0	-3	5	-16	2	-6	1

Some of the compounds tested; rates above refer to the full screens.
